KCNQ2 block = KCNQ2 channel blockers in CHO-K1 cells – cell-based, FluxOR thallium flux, B-score, primary screen (AID 2156) | B-score at 10 µM | O88943 | actives 1.1% (n = 310,000) | 20 min; hits give low values;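 active means fluorescence ratio B-score at most minus 3 library SDs, with starting brightness B-score within 2 library SDs, cut at about -5.5 in these data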
Kir21 block = blocks the mouse Kir2.1 inward-rectifier potassium channel; P35561; actives 0.85% (n = 310,000); B-score at 10 µM; HEK293-Kir2.1, FluxOR thallium flux fluorescence; hits give low values; AID 1672;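 active means fluorescence ratio B-score at or below minus 3 SD of library scores, with starting-brightness B-score within 2 SD, cut at about -4.2 in these data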;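 further: channel flux triggered by added potassium and thallium sulfate stimulus; B-score of peak minus minimum fluorescence over baseline after thallium stimulus; more negative B-score means stronger Kir2.1 block with less thallium influx; some compounds called inactive have numbers as strong as hits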
Target sequence (P35561 whole entry, looked up): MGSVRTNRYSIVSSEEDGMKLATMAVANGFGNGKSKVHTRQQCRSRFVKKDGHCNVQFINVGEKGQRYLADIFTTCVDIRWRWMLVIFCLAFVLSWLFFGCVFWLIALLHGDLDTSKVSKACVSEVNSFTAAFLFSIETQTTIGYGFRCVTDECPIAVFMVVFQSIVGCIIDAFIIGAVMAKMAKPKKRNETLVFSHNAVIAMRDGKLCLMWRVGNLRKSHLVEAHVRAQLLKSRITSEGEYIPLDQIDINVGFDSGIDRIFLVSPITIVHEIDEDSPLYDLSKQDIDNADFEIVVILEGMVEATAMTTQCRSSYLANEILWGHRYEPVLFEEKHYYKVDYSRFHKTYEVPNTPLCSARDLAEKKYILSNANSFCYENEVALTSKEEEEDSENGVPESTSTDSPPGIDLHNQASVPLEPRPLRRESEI
Numbers without * were called inactive; i = inactive; . = not tested or not shown.

mol	KCNQ2 block	Kir21 block
COC(=O)c1c(C)oc2ccc(N(C(=O)Oc3ccccc3)S(=O)(=O)c3ccc(Cl)c([N+](=O)[O-])c3)cc12	i	1.4
CC(=O)N1CCOc2ccc(S(=O)(=O)Nc3cccc(C)c3)cc21	i	-1.4
c1ccn(-c2ccc(-c3ccn[nH]3)cc2)c1	i	0.09
O=C(c1ccc2ccccc2n1)N1CCN(c2ccccn2)CC1	i	0.91
Cc1ccc(C)c(N2CCN(C(=O)C3CCCN(c4ncnc5c4nc4n5CCCCC4)C3)CC2)c1 (stereo unspecified)	i	2.4
CCC(C)NC(=O)Cn1c(=O)n(CCCCCC(=O)Nc2ccccc2)c(=O)c2sccc21 (stereo unspecified)	i	-1.2
COc1ccc(C(=O)NCc2nnc(SCC(=O)NC3CCCC3)o2)cc1	i	-0.79
CC(C)(C)C(=O)Nc1nc(-c2ccc3c(c2)OCO3)cs1	i	2.2
CC(C)CN(CCNC(=O)CC1Oc2ccccc2NC1=O)CC(C)C (stereo unspecified)	i	-1.1
COC(=O)c1cc(Br)c(=O)n(-c2ccccc2OC)c1	i	0.85
CCOC(=O)c1c(CC(C)C)csc1NC(=O)COC(=O)c1cc(OC)c(OC)cc1[N+](=O)[O-]	i	0.44
Cc1nc(CN2CCN(C(=O)c3ccc(Br)cc3)CC2)cs1	i	-0.01

2 entries from above, with values under each structure:
Order of values – KCNQ2 block	Kir21 block
CC(=O)N1CCOc2ccc(S(=O)(=O)Nc3cccc(C)c3)cc21
→ i	-1.4
c1ccn(-c2ccc(-c3ccn[nH]3)cc2)c1
→ i	0.09

Continuation.
mol	KCNQ2 block	Kir21 block
Cc1cc(N(C)Cc2ccccc2)nc2cc(O)ccc12	i	-2.2
CCOC(=O)COc1cccc2c(=O)n(CC(=O)NCc3ccc(F)cc3)ccc12	i	0.93
CCN1CCN(CCCN(Cc2ccco2)C(=S)Nc2ccc(C)c(Cl)c2)CC1	i	-2
O=Cc1ccc(OC(=O)c2cccnc2)cc1	i	0.24
COc1cccc(C=NCCCN=Cc2cccc(OC)c2O)c1O	i	-1.5
COc1ccccc1NS(=O)(=O)c1cccc(NC(=S)NCCN2CCOCC2)c1	i	0.81
COc1ccc(C)cc1NC(=O)NCc1ccccn1	i	0.04
COc1ccccc1S(=O)(=O)Cc1ccc(C(=O)N2CCN(c3ccccc3)CC2)o1	i	0.16
Cc1nn2c(-c3ccc(S(=O)(=O)N4CCN(C)CC4)o3)nnc2c2ccccc12	i	-1.4
O=C(NCC1CCCO1)[C@@H]1CSC2c3ccccc3C(=O)N21 (stereo partly specified)	i	1
O=C(CSc1nnc2ccc(-c3cccnc3)nn12)Nc1ccccc1F	i	1.1
O=C(NC1CCN(C(=O)c2cccs2)CC1)c1ccccc1	i	0.14

Other entries follow:
mol	KCNQ2 block	Kir21 block
COc1ccc(/C=N\NC(=O)C2=NNC(=O)C2C)cc1 (stereo unspecified)	i	0.4
CS(=O)(=O)N1CCc2cc(C(=O)N3CCN(c4ccc(F)cc4)CC3)ccc21	i	-0.34
O=C(NCC1CCCO1)c1cnn2c(C(F)F)cc(C3CC3)nc12 (stereo unspecified)	i	1.5
COc1ccc(COC(=O)C2=C(C)NC(=O)NC2c2ccc(O)c(OC)c2)cc1 (stereo unspecified)	i	0.26
O=C(NCc1ccc(OC(F)(F)F)cc1)C1CC2Cn3c(nc4ccccc43)C2N1Cc1ccccc1 (stereo unspecified)	i	1.7
CCC(NC(=O)CCc1ccccc1)c1ccccc1 (stereo unspecified)	i	-1
CCc1nnc(NC(=O)CCC(=O)N2CCN(Cc3cc(Cl)ccc3OC)CC2)s1	i	-0.47
COc1ccc(Nc2nc3cc(C)ccc3cc2C#N)cc1	i	-0.01
COc1ccc(C(C)=O)cc1COC(=O)CCC(=O)N(CC(C)C)c1c(N)n(CC(C)C)c(=O)[nH]c1=O	i	0.78
O=S(=O)(Nc1ccc(-c2ccc3nncn3n2)cc1)c1ccccc1Cl	i	-0.14
COc1ccc(-c2nc(CSCC(=O)NCC3CCCO3)c(C)o2)cc1OC (stereo unspecified)	i	-0.74
Cc1csc2nc(O)c(C(=O)NCCCN3CCCC3=O)c(=O)n12	.	-0.62

Going on with the list:
mol	KCNQ2 block	Kir21 block
COc1ccc(S(=O)(=O)NNC(=O)Nc2ccc(F)cc2F)c(OC)c1	i	0.08
Nc1cc(C(=O)O)ccc1N1CCCCC1	i	0.2
CC(=O)CCc1c(C)c2cccc(C)c2[nH]c1=O	i	-0.59
COc1ccc(CC(=O)Nc2nnc(C(C)(C)C)s2)cc1OC	i	-1.1
CN(C)c1ccc(C(CNS(=O)(=O)c2ccc(F)c(F)c2)c2c[nH]c3ccccc23)cc1 (stereo unspecified)	i	-1.3
COc1cc(NC(=O)Cn2nc(Cc3cccnc3)c3ccccc3c2=O)cc(OC)c1OC	i	-0.52
Cc1cc(-c2ccccc2)n2nc(C)c(C#N)c2n1	i	1.2
CCCOc1ccc(C(=O)Nc2ccc3c(c2)OCO3)cc1	i	-0.04
Cc1ccccc1C1=Nn2c(nnc2-c2ccco2)SC1	i	-0.07
Cc1cccc(NC2=NC(C)(C)N=C(N)N2)c1C	i	-0.09
O=C(O)c1ccccc1C(=O)NNc1ccc(F)cc1F	i	-2.3
CCN1CCN(CCNC(=O)Cn2c(=O)c3cccn3c3ccc(F)cc32)CC1	i	1.2

(continued)
mol	KCNQ2 block	Kir21 block
O=C(Nc1nc2ccccc2c(=O)s1)c1ccc(F)cc1Cl	i	-0.65
O=C(COc1cccnc1[N+](=O)[O-])c1c[nH]c2ccccc12	i	0.02
Cc1ccc(NC(=O)C2CCCN(S(=O)(=O)c3ccc4[nH]c(=O)ccc4c3)C2)c(C)c1 (stereo unspecified)	i	0.35
O=C(NCCO)c1cc2cc(Cl)cc(Cl)c2oc1=O	i	1.2
CCn1nc(C)c(/C=C/C(=O)Nc2ccc(C)cc2C)c1C	i	1.8
COc1cccc2cc(C(=O)N3CCN(C(=O)c4ccco4)CC3)c(=O)oc12	i	-1.9
CCOC(=O)C1=C(c2ccccc2)NC(=S)NC1c1cc([N+](=O)[O-])ccc1OC (stereo unspecified)	i	0.77
CN(Cc1ccc(-n2cccn2)cc1)Cc1cn(C)nc1-c1ccccc1F	i	0
Cc1cc(NC(=O)COc2ccc3ccccc3c2)no1	i	-1.3
O=C(c1cccc(Cl)c1)N1CCC(c2nc3ccccc3[nH]2)CC1	i	0.29
O=C1NC2(CCCCCC2)C(=O)N1Cc1ccccc1	i	1.6
COC(=O)CSc1nc2cc(C)ccc2cc1C#N	i	0.09

The results go on.
mol	KCNQ2 block	Kir21 block
COc1ccc2oc(C(=O)OCC(=O)N(C)c3c(N)n(Cc4ccccc4)c(=O)[nH]c3=O)c(C)c2c1	i	-0.14
COc1cc(SC)ccc1C(=O)NCc1ccccc1	i	-1.3
Clc1nc(-c2n[nH]nc2Cl)n[nH]1	i	-0.55
CCCNc1nc(-c2cc(-c3ccc(Cl)cc3)on2)cc(C(C)C)n1	i	0.02
COC(=O)CN1C(=O)C(O)=C(C(C)=O)C1c1ccc([N+](=O)[O-])cc1 (stereo unspecified)	i	1.6
CCC1CCCCN1CCCNC(=O)COc1cc(=O)n(C)c2ccccc12 (stereo unspecified)	i	-2
Cc1cc(Cl)ccc1OCc1nc(-c2ccncc2)no1	i	-1.8
COc1cc(/C=N/n2cc(-c3ccccc3)[nH]c2=S)cc(OC)c1O	i	0.14
O=C(Cn1nc(C(F)F)cc1C(F)F)N/N=C/c1ccc2c(c1)OCO2	i	3.1
COc1ccc(C)cc1S(=O)(=O)NC(C)C(=O)Nc1ccc2c(c1)OCO2 (stereo unspecified)	i	0.98
O=C(Nc1ccn(Cc2ccc(Cl)cc2)n1)c1ccc2c(c1)OCO2	i	0.27
COCCCNC(=S)NNC(=S)Nc1ccc(OC)cc1	i	0.9

Among those listed so far, these contain a thiophene ring, fused or not.
mol	KCNQ2 block	Kir21 block
CCC(C)NC(=O)Cn1c(=O)n(CCCCCC(=O)Nc2ccccc2)c(=O)c2sccc21 (stereo unspecified)	i	-1.2
CCOC(=O)c1c(CC(C)C)csc1NC(=O)COC(=O)c1cc(OC)c(OC)cc1[N+](=O)[O-]	i	0.44
O=C(NC1CCN(C(=O)c2cccs2)CC1)c1ccccc1	i	0.14

Individual results from the list.
COC(=O)CN1C(=O)C(O)=C(C(C)=O)C1c1ccc([N+](=O)[O-])cc1 (stereo unspecified) – Kir21 block: 1.6
CCCNc1nc(-c2cc(-c3ccc(Cl)cc3)on2)cc(C(C)C)n1 – Kir21 block: 0.02
COc1ccc2oc(C(=O)OCC(=O)N(C)c3c(N)n(Cc4ccccc4)c(=O)[nH]c3=O)c(C)c2c1 – Kir21 block: -0.14

Following part.
mol	KCNQ2 block	Kir21 block
COc1ccc(C(C(=O)NC2CCCC2)N(Cc2cccnc2)C(=O)c2snc(C(N)=O)c2N)cc1 (stereo unspecified)	i	-0.39
O=C(Nc1ccccc1)C1=C[C@H](c2coc3ccccc3c2=O)C[C@H](OCc2ccc(CO)cc2)O1	i	1.3
O=C(Oc1ccccc1)c1ccc(COC(=O)c2cnccn2)cc1	i	1.1
C(=N\Nc1nc2ccccc2[nH]1)/c1ccccn1	i	-0.08
CCN(c1ccccc1)S(=O)(=O)c1ccc(NC(=O)C(C)(C)C)cc1	i	-1.3
COc1ccccc1C1CCN(Cc2ccc(Cl)cc2Cl)CC1	i	-0.59
CCOCCCNC(=O)c1ccc(N2CCOCC2)c(NS(=O)(=O)c2ccc(OC)cc2)c1	i	-2
CCn1cc(C(=O)NCCc2ccc(Cl)cc2)c(=O)c2cc(S(=O)(=O)N(C)C)ccc21	i	0.44
COc1cccc(OCCNC(=O)CSc2ccc(C(F)(F)F)cc2[N+](=O)[O-])c1	i	0.22
COC(=O)CCCC(=O)Nc1ccc(Br)cc1	i	-0.49
COc1ccc(C(=O)Nn2c(C3CCC3)nc3ccccc3c2=O)c(OC)c1	i	-0.09
CCOc1cc(/C=N/NS(=O)(=O)c2ccc(OC)cc2)ccc1OCCN1CCOCC1	i	-0.92

(next part)
mol	KCNQ2 block	Kir21 block
CCCCC(Sc1nc(N)c(NC(=O)c2ccc(OC)cc2)c(=O)[nH]1)C(=O)O (stereo unspecified)	i	1.5
Cc1cc(N2C(=O)C3CC=CCC3C2=O)no1 (stereo unspecified)	i	-0.56
CC(=O)c1ccc(OCC(O)CN2C(C)(C)CC(O)CC2(C)C)cc1 (stereo unspecified)	i	0.52
CCc1nc(C)cc2c1sc1ccccc12	i	3.4
O=C(CNC(=O)c1ccccc1Br)N/N=C/c1ccco1	i	0.04
COc1cccc(N2[C@@H](CC(C)=O)c3cc(C(F)(F)F)ccc3S2(=O)=O)c1	i	0.05
O=C(Cc1ccc(-c2ccccc2)cc1)NCc1cccnc1	i	1.3
CC(=O)NNc1cccc(Cl)n1	i	0.58
COc1ccc(O)c(C(=O)c2cnc3nc4ccccc4n3c2)c1	i	0.02
C[C@@H]1C[C@H]2[C@@H]3CCC4=CC(=O)C=C[C@]4(C)[C@@]3(F)[C@@H](O)C[C@]2(C)[C@@]1(O)C(=O)COP(=O)(O)O	i	0.68
C(=C\c1ccccc1)/CN1CCN(c2ncnc3c2oc2ccccc23)CC1	i	1.3
O=C(Nc1cccc(C(F)(F)F)c1)c1ccco1	i	0.93

Later entries
mol	KCNQ2 block	Kir21 block
COc1c2c(nc3occc13)C(CCC(C)(C)O)(OC)C(O)CC2 (stereo unspecified)	i	0.12
Cc1c(NS(=O)(=O)c2cccc(C(=O)NCc3ccncc3)c2)c(=O)n(-c2ccccc2)n1C	i	-0.49
CC1CCN(Cc2c(C(=O)N/N=C/c3cccc(Cl)c3)nnn2-c2nonc2N)CC1	i	1.1
CC(C)(C)c1ccc(C(=O)Nc2ccccc2C(=O)NCCN2CCOCC2)cc1	i	1.1
Cc1ccc(-c2nn(-c3ccccc3)cc2CNCc2ccccc2)cc1	i	0.32
Cc1cc(=O)c2cc(C(=O)c3ccccc3)ccc2[nH]1	i	1
O=C(CN1C(=O)NC2(CCc3ccccc32)C1=O)c1ccc2c(c1)OCCO2 (stereo unspecified)	i	1.2
CCOC(=O)CP(=O)(c1ccccc1)c1ccccc1	i	-1.2
CC(C)c1ccc(C(CC(=O)O)N2Cc3ccccc3C2=O)cc1 (stereo unspecified)	i	1.6
Cc1nc(C)c(C(=O)Nc2nc3c(C)cccc3s2)o1	i	0.78
O=C(C[n+]1cc(Br)cc2ccccc21)c1ccc(Cl)cc1	-7.5*	-0.32
COC(=O)CSc1ncccc1-c1nc2ccccc2[nH]1	i	-0.28

(list continues)
mol	KCNQ2 block	Kir21 block
CN(C)C(=O)c1cc2cc(Br)ccc2s1	i	-0.3
CC(OC(=O)Cc1n[nH]c(=O)c2ccccc12)C(=O)Nc1ccc(F)cc1 (stereo unspecified)	i	0.01
CCc1ccc(N(C(=O)c2ccco2)C(C(=O)NC2CCCC2)c2ccco2)cc1 (stereo unspecified)	i	0.37
Cc1ccc(S(=O)(=O)Nc2ccc(C(N)=O)cc2)cc1[N+](=O)[O-]	i	1.7
O=C(CSCc1cnn(-c2ccccc2)c1-n1cccc1)NCCN1CCOCC1	i	-1.3
CC(Cc1c[nH]c2ccccc12)NC(=O)OCCCl (stereo unspecified)	i	0.94
Cn1c(SCC(=O)N2CCc3ccccc32)nnc1C1CC1	i	1.7
CCN1/C(=c2/s/c(=C3/C(=O)N(c4ccccc4)N=C3C)n(CC)c2=O)C=Cc2ccccc21	i	-0.54
CC/C(C)=N/Nc1ccc(S(=O)(=O)N2CCCC2)cc1[N+](=O)[O-]	i	-0.02
C#CCN(C#N)c1nc(NCC)nc(NC(C)C)n1	i	-0.06
O=C(CSc1nnc(CNC(=O)c2ccccc2F)o1)Nc1ccc2c(c1)OCCO2	i	0.03
CC(C)CN(C(=O)c1cc2ccccc2o1)c1c(N)n(CC(C)C)c(=O)[nH]c1=O	i	0

Assay outcomes deposited in PubChem by Johns Hopkins Ion Channel Center.
